KKLEB tox: CF airway cell cytotoxicity counter-screen | KKLEB CF airway cells viability, ATPlite luminescence, overnight; stronger effect = lower value; cells stimulated with P. aeruginosa culture filtrate | activity change (cytotoxicity), % at 5 µM | 360,000 tested, 0.36% active;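 active = corrected activity change at or below -50% at 5 µM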
TWEAK-Fn14 inh: blocks TWEAK-Fn14 interaction in a reporter cell assay | TWEAK-stimulated Fn14 reporter cells, luciferase luminescence, 8 h | inhibition, % at 10 µM | 360,000 tested, 2% active | AID 1159606; in the data active = inhibition above about 50%
C8 TRAIL sens: sensitizes caspase-8 expressing cells to TRAIL; 360,000 tested, 1% active; NB7+C8 cells + TRAIL, ATPlite viability luminescence; inhibition (viability loss, TRAIL sensitization), % at 10 µM; AID 624354;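 active = compounds causing at least 50% loss of cell viability in the single-dose screen, relative to plate controls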
TROY NFkB inh: inhibitors of TROY-dependent NF-kB signaling | Q293 LMP1-TROYcd NF-kB luciferase reporter, 4 h | inhibition, % at 10 µM | 360,000 tested, 0.98% active;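 active = compounds whose plate-normalised and pattern-corrected inhibition of the luciferase reporter signal at the single screening dose is 50% or more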
CF NFkB inh: inhibitors of cystic fibrosis induced NF-kB. KKLEB NF-kB-GFP reporter, PAF-induced, GFP fluorescence overnight. inhibition, % at 5 µM. 360,000 tested, 0.86% active. AID 588850;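 active = at least 50% inhibition at 5 µM, scaled per plate between neutral and stimulator controls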;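 also: PAF is a Pseudomonas aeruginosa culture filtrate used as stimulus; plate controls were PAF-stimulated DMSO wells for no effect and unstimulated DMSO wells for full effect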
NR2E3 ag-1: agonists of human nuclear receptor NR2E3; Q9Y5X4; GST-NR2E3/biotin-RetCOR TR-FRET, 1536-well; inhibition of corepressor binding, % at 4.78 µM; 320,000 tested, 0.12% active; AID 2300;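 active = percent inhibition above the cutoff of mean plus 3 SD of all tested compounds, set per screening campaign, cut at about 20% in these data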;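 also: 0% = DMSO wells and 100% = biotin wells as full block of FRET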
Target sequence (Q9Y5X4 whole entry, looked up): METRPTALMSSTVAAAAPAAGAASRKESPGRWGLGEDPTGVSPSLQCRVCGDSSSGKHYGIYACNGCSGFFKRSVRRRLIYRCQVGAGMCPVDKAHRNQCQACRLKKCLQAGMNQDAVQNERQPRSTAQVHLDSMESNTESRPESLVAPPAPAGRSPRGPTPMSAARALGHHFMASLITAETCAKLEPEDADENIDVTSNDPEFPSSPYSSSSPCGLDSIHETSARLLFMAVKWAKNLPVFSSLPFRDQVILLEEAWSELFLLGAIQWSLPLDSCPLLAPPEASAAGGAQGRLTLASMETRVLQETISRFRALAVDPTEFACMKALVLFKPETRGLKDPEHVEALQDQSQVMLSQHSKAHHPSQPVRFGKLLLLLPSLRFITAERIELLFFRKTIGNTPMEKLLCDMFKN
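Test system: GST-NR2E3 and biotin-RetCOR proteins | Quantity: 1.35 nM GST-tagged NR2E3 final | Medium: Tris pH 7.5 | Also added: 7 nM biotin-RetCOR | Dosing: Compound at 4.8 µM, single dose | Timing: 5 h at 4 °C | Detection: Time-resolved FRET | Read-out basis: Percent inhibition | Benchmarks: Biotin wells as high control, 0.6% DMSO wells as low control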
Peg3 prom inh: Peg3 promoter activity inhibition; inhibition, % at 20 µM; 360,000 tested, 1.7% active; HeLa PEG-Prom luciferase reporter, luminescence, overnight; AID 588405;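 active = inhibition of at least 50% at 20 µM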
MITF TRPM1 inh: inhibitors of MITF-driven TRPM1 promoter in melanoma cells; SK-MEL-5 TRPM1 promoter luciferase, 24 h; AID 488899; 330,000 tested, 0.83% active; inhibition, % at 12.5 µM;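 active = mean inhibition across replicates of 60% or more, whatever share of single replicates reaches that level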; also: values of inactives mirror those of a sister screen read the other way
Shn3 inh set2: inhibitors of Schnurri-3 3'UTR reporter in osteoblasts; Clone20 osteoblast Shn3 3'UTR firefly luciferase, 24 h; 360,000 tested, 0.52% active; inhibition, % at 12.5 µM; AID 588674;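 active = mean inhibition of at least 75% with every replicate also reaching 75%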;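 also: 0% = median of neutral control wells and 100% = pilot-screen positive control compound; some compounds past the cut are filed as inactive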
NR2E3 ag-2: agonists of human NR2E3 nuclear receptor. Q9Y5X4. CHO-S Gal4-NCOR/VP16-NR2E3 two-hybrid, luciferase. inhibition of corepressor binding, % at 3.98 µM. 360,000 tested, 0.35% active. AID 602229;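 active = inhibition above the mean of all tested compounds plus 3 SD, cut at about 70% in these data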;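 also: 0% = DMSO with NR2E3 transfected cells and 100% = cells lacking NR2E3 construct; higher means lower luciferase signal from less NR2E3 corepressor binding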
HIF-2a block: blocks HIF-2a reporter activity; 786-0 RCC cells HIF-2a reporter, luciferase luminescence, overnight; inhibition, % at 18.8 µM; 360,000 tested, 0.72% active;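 active = inhibition of the luminescence signal of 40% or more relative to plate controls, in a single-dose primary screen at 18.75 µM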
Starred values were filed as active, the others as inactive; · = no result given.

SMILES	KKLEB tox	TWEAK-Fn14 inh	C8 TRAIL sens	TROY NFkB inh	CF NFkB inh	NR2E3 ag-1	Peg3 prom inh	MITF TRPM1 inh	Shn3 inh set2	NR2E3 ag-2	HIF-2a block
Cn1ncc2c(O/N=C(\N)c3ccc(C(F)(F)F)cc3)ncnc21	-2	-17	95*	13	7	2	107*	9	27	-2	94*
O=C(c1ccco1)N1N=C(c2cccs2)CC1c1ccco1 (stereo not drawn)	0	0	1	-12	-3	-2	5	1	8	3	7
CC(CC(=O)O)CC(=O)Nc1ccc(S(N)(=O)=O)cc1 (stereo not drawn)	-10	5	-14	12	-4	1	15	-6	14	6	14
CCCCN(C=O)c1c(CC)nc2ccc(C(=O)NCCCn3ccnc3)cn12	5	-8	-3	3	11	·	4	·	-6	-4	-1
CCOc1ccc(N(CC(=O)NCc2ccc(F)cc2)S(=O)(=O)c2c(C)noc2C)cc1	-8	-6	13	3	5	-4	7	0	1	2	-1
CCN1CCN(c2nc(C)nc3c2sc(=S)n3C)CC1	-8	-26	2	12	-29	·	7	-24	-4	-31	-13
CCN1CCN(C(=O)CSCc2nc(-c3ccc(OC)c(OC)c3)oc2C)CC1	21	-10	-5	-14	-7	-2	4	10	19	-22	8
Cc1ccc(S(=O)(=O)NCCC(=O)NC2CCCC2)cc1	-8	-4	-14	12	9	1	8	8	15	9	1
COc1ccc2occ(NC(C)=O)c2c1	-4	17	-2	14	32	1	-10	3	22	-13	14
CCOC(=O)C(=O)C1=C(N2CCOCC2)/C(=C\c2cccc([N+](=O)[O-])c2)CC1	-2	-1	-1	9	14	3	6	4	-5	-6	9
COc1ccc(-n2c(SCC(=O)/C(C#N)=C(\C)N)nc3ccccc3c2=O)cc1OC	-9	-10	3	11	-3	-3	15	-2	-15	-10	21
CCOc1ccc(NC(=O)CN(C)C(=O)CN2C(=O)c3ccc([N+](=O)[O-])cc3C2=O)cc1OCC	-7	-1	4	8	13	·	-3	10	-14	15	-1
COc1ccccc1NC(=O)NCCN1CCN(c2cccc(Cl)c2)CC1	2	1	3	-9	-4	3	12	10	-3	-2	12
CCOC(=O)N1CCN(C(=O)C2CCN(S(=O)(=O)c3ccc(NC(C)=O)cc3)CC2)CC1	-15	-3	1	3	-4	0	9	-4	-12	12	6
C[C@H](O)[C@@H]1C(=O)N2CCc3ccc(N4CCOCC4)cc3[C@@H]2C[C@@H]1N(C)C(=O)C(C)(C)C	1	7	-10	8	-4	·	-7	-1	-12	5	-10
Cc1c(C#N)c(SCC(N)=O)nc2c1CCCC2	2	-4	-14	3	13	3	3	-9	0	-29	6
O=C(C1CCC1)N1CCc2cc(S(=O)(=O)NCCCN3CCCCC3)ccc21	3	-14	13	1	9	1	17	-5	9	-23	5
O=C(NCCc1ccc(F)cc1)Nc1ccccc1Cl	-5	-2	2	-37	-10	·	-58	-14	-31	-9	-83
CCOC(=O)C(NC(C)=O)(OCc1ccc(F)cc1)C(F)(F)F (stereo not drawn)	8	13	6	-18	-2	4	8	0	5	12	14
CCOC(=O)N1CCN(S(=O)(=O)c2ccc3c4c(cccc24)C(=O)N3)CC1	-2	-14	5	-2	-16	0	0	13	-5	-12	18
O=C(Sc1n[nH]c(=O)[nH]c1=O)c1ccccc1	-1	31	12	12	-6	·	9	4	8	17	0
O=C(CN1C(=O)C2C3C=CC(C3)C2C1=O)NCc1ccccc1 (stereo not drawn)	4	13	-3	-13	-3	4	8	-9	4	-31	18
Cc1oc(-c2ccccc2F)nc1CS(=O)CC(=O)NCc1ccc(Cl)cc1 (stereo not drawn)	10	9	2	-3	-6	-1	11	5	2	-2	7
CN(Cc1n[nH]c(=S)n1C)S(=O)(=O)c1ccccc1	-10	6	-9	12	16	-2	6	-10	-17	-1	11
COc1ccc2[nH]c3c(c2c1)CCN1C(=O)C(CC(=O)NCC24CC5CC(CC(C5)C2)C4)C[C@H](C(=O)N2CCOCC2)[C@@]31CCC1CCCC1 (stereo partly drawn)	-12	42	25	24	46	·	22	46	50	-18	5
CC(=O)NCCc1ccc(S(=O)(=O)N(C)C2CCS(=O)(=O)C2)cc1 (stereo not drawn)	2	-9	7	-20	12	4	-46	6	1	-42	-37
COc1cccc(/C=N/NC(=S)Nc2cccc(C(=O)O)c2)c1	12	-50	24	-46	1	6	-139	-3	-21	-172	-57
Cc1ccc(C(=O)NCCNC(=O)COc2ccc(Cl)cc2)cn1	10	10	-4	-2	-3	-3	1	-3	2	-20	8
COC(=O)c1cc(C(=O)N2CCOCC2)cc([N+](=O)[O-])c1	-1	-5	3	-4	-9	0	-6	-1	0	1	17
COc1cc(CN(C(=S)NCC(=O)NC2CC2)C2CCCC2)cc(OC)c1OC	-4	-18	-2	4	10	-1	1	2	-1	7	15
CC(C)C[C@H](NC(=O)[C@@H]1Cc2ccccc2CN1)C(=O)Nc1ccc(C(C)C)cc1	1	35	-17	1	-6	0	-18	12	10	11	-17
O=C(COC(=O)C1CCCO1)Nc1cccc(C(F)(F)F)c1 (stereo not drawn)	2	2	0	-10	3	0	6	-1	12	34	12
CC(C)C1O/C(=N/C(=O)Nc2ccc(Cl)c(Cl)c2)NC1=O (stereo not drawn)	-14	6	15	-5	16	2	8	-6	13	2	-24
CC(C)Oc1ccccc1/C=N/n1nnnc1N	9	12	-6	6	-25	2	-8	-2	1	-38	14
CC(C)(C)NC(=O)CN(C(=O)C1(C)CC(=O)N=C2C=CC=CN21)C1CCCC1 (stereo not drawn)	1	11	-13	17	-6	2	6	7	-23	23	11
CN(C(=O)CSc1nnc(-c2ccncc2)n1Cc1ccccc1)C1CCS(=O)(=O)C1 (stereo not drawn)	-13	-1	11	-5	14	4	8	-4	-10	7	16
COCC(=O)Nc1nc(-c2ccc([N+](=O)[O-])cc2)cs1	0	-22	-1	-11	-17	1	-144	-14	-25	-18	-72
COCCNC(=O)C1(C)CCCN(Cc2ccccc2N(C)C)C1 (stereo not drawn)	12	5	-8	8	-11	·	5	·	1	15	13
Nc1c(C(=O)NCc2ccco2)c2nc3ccccc3nc2n1CCc1ccc(F)cc1	-4	21	3	64*	-2	1	21	-4	19	-7	-29
COc1ccccc1CNC(=O)C12CC3CC(CC(C3)C1)C2	-17	16	-6	15	12	6	19	9	-1	-2	16

An excerpt from above in order of molecular weight, ascending.
SMILES	KKLEB tox	TWEAK-Fn14 inh	C8 TRAIL sens	TROY NFkB inh	CF NFkB inh	NR2E3 ag-1	Peg3 prom inh	MITF TRPM1 inh	Shn3 inh set2	NR2E3 ag-2	HIF-2a block
COCC(=O)Nc1nc(-c2ccc([N+](=O)[O-])cc2)cs1	0	-22	-1	-11	-17	1	-144	-14	-25	-18	-72
COC(=O)c1cc(C(=O)N2CCOCC2)cc([N+](=O)[O-])c1	-1	-5	3	-4	-9	0	-6	-1	0	1	17
COc1ccccc1CNC(=O)C12CC3CC(CC(C3)C1)C2	-17	16	-6	15	12	6	19	9	-1	-2	16
COc1cccc(/C=N/NC(=S)Nc2cccc(C(=O)O)c2)c1	12	-50	24	-46	1	6	-139	-3	-21	-172	-57
COCCNC(=O)C1(C)CCCN(Cc2ccccc2N(C)C)C1 (stereo not drawn)	12	5	-8	8	-11	·	5	·	1	15	13
CC(C)(C)NC(=O)CN(C(=O)C1(C)CC(=O)N=C2C=CC=CN21)C1CCCC1 (stereo not drawn)	1	11	-13	17	-6	2	6	7	-23	23	11
CC(C)C[C@H](NC(=O)[C@@H]1Cc2ccccc2CN1)C(=O)Nc1ccc(C(C)C)cc1	1	35	-17	1	-6	0	-18	12	10	11	-17
Cc1oc(-c2ccccc2F)nc1CS(=O)CC(=O)NCc1ccc(Cl)cc1 (stereo not drawn)	10	9	2	-3	-6	-1	11	5	2	-2	7
COc1cc(CN(C(=S)NCC(=O)NC2CC2)C2CCCC2)cc(OC)c1OC	-4	-18	-2	4	10	-1	1	2	-1	7	15
Nc1c(C(=O)NCc2ccco2)c2nc3ccccc3nc2n1CCc1ccc(F)cc1	-4	21	3	64*	-2	1	21	-4	19	-7	-29
CN(C(=O)CSc1nnc(-c2ccncc2)n1Cc1ccccc1)C1CCS(=O)(=O)C1 (stereo not drawn)	-13	-1	11	-5	14	4	8	-4	-10	7	16
COc1ccc2[nH]c3c(c2c1)CCN1C(=O)C(CC(=O)NCC24CC5CC(CC(C5)C2)C4)C[C@H](C(=O)N2CCOCC2)[C@@]31CCC1CCCC1 (stereo partly drawn)	-12	42	25	24	46	·	22	46	50	-18	5

Later entries:
SMILES	KKLEB tox	TWEAK-Fn14 inh	C8 TRAIL sens	TROY NFkB inh	CF NFkB inh	NR2E3 ag-1	Peg3 prom inh	MITF TRPM1 inh	Shn3 inh set2	NR2E3 ag-2	HIF-2a block
COCCCn1cc(C(=O)c2cc(OC)ccc2OCC(=O)Nc2cc(C)on2)cc(C#N)c1=O	-12	-31	0	-5	5	-2	-18	7	-11	-33	-33
Cc1ccc(C(=O)NCC(c2ccco2)N2CCCCC2)s1 (stereo not drawn)	11	1	-4	-38	-14	0	-28	-5	-12	-13	2
CCOC(=O)N1CCN(CC(O)COc2ccc(-c3ccccc3)cc2)CC1 (stereo not drawn)	1	-1	14	2	1	6	-2	-5	-6	-11	-2
COc1cc(S(=O)(=O)N2CCN(C(=O)c3ccccc3)CC2)c(OC)cc1Br	-4	-7	-7	-17	7	1	10	-2	-12	-17	1
COc1ccccc1CNS(=O)(=O)c1ccc2c(c1)CC(C)N2C(=O)C1CC1 (stereo not drawn)	0	4	21	14	6	-1	7	5	61	29	5
O=c1[nH]cnc(CN2CCCCC2)c1O	-4	21	-4	-4	-14	·	0	5	-3	4	15
COc1ccc(Cc2c(-c3ccccc3)nc3c4ccccc4ccn23)c(C)c1	-6	32	4	0	-1	·	-63	·	-35	-49	-123
O=[N+]([O-])c1ccc(/C=[N+](\[O-])[C@@H]2CCCC[C@@H]2/[N+]([O-])=C/c2ccc([N+](=O)[O-])o2)o1	-8	-3	41	-10	-5	0	50	84*	78	4	-3
COc1ccc(Br)cc1CNC(=O)Cc1cccs1	-3	16	3	-12	16	·	-33	-3	-1	12	-52
CCOc1ccccc1NC(=S)N1CCC(NC(=O)C(C)(C)C)CC1	-4	1	-4	-1	8	4	14	3	-2	-25	19

Some of the compounds tested; the hit share may differ from the screen's.
